HT1080 IDH1KD tx: HT-1080 IDH1 knockdown cell toxicity (counter line). HT-1080 IDH1 knockdown viability, ATP luminescence, 48 h. Potency, µM (highest dose often 46.1 µM), inactives show top-dose activity, negative = toxicity, actives largely listed as cytotoxic. 360,000 tested, 2% active. AID 686971;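 further: potency means the concentration at half of the fitted maximal effect; 0% = DMSO wells and -100% = cell-free medium wells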
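Assay cells: HT-1080 with IDH1 knockdown, 750 per well, RPMI/5% FBS. Exposure: 48 h at 37 °C following 2 h pre-incubation. Read: CellTiter-Glo luminescence; fitted concentration-response, curve class assigned.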
GLP1R cytotox: cytotoxicity counter-screen for GLP-1 receptor inverse agonists | HEK293 cAMP-luciferase reporter cells, luminescence, 24 h | Potency, µM (highest dose often 38.3 µM), inactives show at the highest dose activity change, negative = inhibition, most hits filed as inhibitors | 410,000 tested, 0.13% active;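 further: loss of luciferase light is scored as toxicity; potency means the concentration at half of the fitted maximal effect; on the % scale 0 is the no-effect control and ±100 the full control effect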
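Luminescence readout: signal drop marks cytotoxicity. Plated cells grew 12 h at 37 °C, 5% CO2, received 23 nL compound for 24 h, then got luciferase reagent, read after 12 min at RT.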
DRD3 agonist: activates the human D3 dopamine receptor. P35462. D3R DiscoveRx beta-arrestin cells, luminescence, 90 min. max activation, %. 410,000 tested, 0.58% active; in the data active means max activation above about 30%; further: 0% is about no effect; mostly tested at two doses, the higher about 12 µM
Target sequence (P35462 whole entry, looked up): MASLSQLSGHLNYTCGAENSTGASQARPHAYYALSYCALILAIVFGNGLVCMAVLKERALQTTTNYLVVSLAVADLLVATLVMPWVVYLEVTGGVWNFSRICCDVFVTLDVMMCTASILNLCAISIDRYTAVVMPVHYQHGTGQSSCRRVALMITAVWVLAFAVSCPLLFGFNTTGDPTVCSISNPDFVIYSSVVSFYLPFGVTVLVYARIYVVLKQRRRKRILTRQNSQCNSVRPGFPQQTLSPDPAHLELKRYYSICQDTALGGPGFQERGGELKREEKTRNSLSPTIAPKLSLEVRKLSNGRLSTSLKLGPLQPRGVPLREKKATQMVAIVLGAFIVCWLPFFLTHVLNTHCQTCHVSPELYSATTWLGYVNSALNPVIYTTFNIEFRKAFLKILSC
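Agonist mode: compounds and dopamine controls were applied to plated cells for 90 min at 37 degrees C after an overnight attachment at 1500 cells/well. Luminescent read-out followed 30 - 60 minutes at room temperature with DiscoveRx detection reagent.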
KB-V1 cytotox: KB-V1 MDR subline cytotoxicity; 400,000 tested, 3.4% active; Potency, µM (doses to about 46.1 µM), for inactives: at the top dose activity change, negative = cytotoxicity, most hits filed as cytotoxic; KB-V1 MDR cells viability, CellTiter-Glo, 72 h; AID 1347076; further: potency means the concentration at half of the fitted maximal effect; on the % scale 0 is the no-effect control and ±100 the full control effect; nearly all actives have a fitted effect of over 60% in size
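Potencies derive from concentration-effect curves fitted to normalized luminescence (CellTiter-Glo) of KB-V1 cells treated for 72 h at 37 degrees C in phenol-red-free DMEM containing 10% FBS.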
IL-1B inflam inh: inhibitors of inflammasome signaling (IL-1 beta secretion). THP-1 LPS/ATP IL-1B secretion, AlphaLISA, 16 h; stronger effect = lower value. activity change, % at 57.5 µM. 360,000 tested, 4.7% active. AID 743279; in the data active means activity change below about -50%; inconclusive means mostly about -30% to -49%; further: on the % scale 0 is the no-effect control and ±100 the full control effect
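Secreted IL-1B measured by AlphaLISA bead assay after 16 h compound exposure of THP-1 cells; compounds (final up to 57.5 uM) added 1 h before LPS (250 ng/mL) and ATP (1.25 mM) stimulation; lower signal means less secretion.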
SW480 rerep: induces DNA re-replication in SW480 colon adenocarcinoma cells. SW480 DNA re-replication, Hoechst DNA content imaging, 48 h. Potency, µM (top dose mostly 46.1 µM), without a hit: top-dose re-replication activation, most hits filed as activators. 340,000 tested, 1.8% active. AID 624297; further: potency means the concentration at half of the fitted maximal effect; % of control where 0% means no effect; nearly all actives have a fitted effect of over 55% in size
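250 cells/well; 23 nL cpd via pin tool; 48 hr, 37 C, 5% CO2; Hoechst 40 min; imager read of total nuclear intensity, ex 405/em 500-530 nm.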
HT1080-NT tox: kills 2HG-producing HT-1080-NT fibrosarcoma cells; HT-1080-NT fibrosarcoma viability, CellTiter-Glo ATP luminescence, 48 h; Potency, µM (highest dose often 46.1 µM), without a hit: at the highest dose activity, negative = less viability, most hits filed as cytotoxic; 360,000 tested, 1.6% active; AID 686970;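 further: NT is the 2HG producing partner of a matched IDH1 knockdown line; potency means the concentration at half of the fitted maximal effect; 0% = DMSO-treated cells and -100% = media-only wells without cells; nearly all actives have a fitted effect of over 55% in size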
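A 48-hour cytotoxicity screen used HT-1080-NT cells plated 2 hours before compound delivery. ATP-based CellTiter-Glo luminescence measured viability, normalized to DMSO and no-cell controls.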
MCF10A rerep: inducers of DNA re-replication in MCF 10A breast cells | 350,000 tested, 2.9% active | MCF 10A DNA re-replication, Hoechst nuclear intensity, 48 h | AID 624296 | Potency, µM (series often up to 46.1 µM), for the others: top-dose activity, positive = re-replication, usual class: activators; further: potency means the concentration at half of the fitted maximal effect; % of control where 0% means no effect; nearly all actives have a fitted effect of over 50% in size
KB-3-1 cytotox: kills parental KB-3-1 adenocarcinoma cells. KB-3-1 viability, CellTiter-Glo ATP luminescence, 72 h. Potency, µM (series often up to 46.1 µM), without a hit: at the top dose activity change, negative = cytotoxic, usual class: cytotoxic. 400,000 tested, 1.4% active; further: potency means the concentration at half of the fitted maximal effect; on the % scale 0 is the no-effect control and ±100 the full control effect; nearly all actives have a fitted effect of over 60% in size
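Cytotoxicity in the drug-sensitive parental line KB-3-1 was scored as loss of CellTiter-Glo luminescence following 72 h incubation with compound. Values come from curve fitting of normalized concentration-response data.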
An asterisk follows results filed as active; ? = inconclusive; / = not tested or not shown; & = joins results of further samples; [ ] = dose if it differs, or a comment. Unless noted, the call rests on the fitted dose curve; in most records, active means well fitted curve in the direction sought with a large enough effect; inconclusive means small, poorly fitted or top-dose-only effect, or another doubt; inactive means no such curve, though single readings can be large; an effect the other way counts as inactive or inconclusive. An excerpt, so the mix of outcomes need not match the whole.

| Molecule | HT1080 IDH1KD tx | GLP1R cytotox | DRD3 agonist | KB-V1 cytotox | IL-1B inflam inh | SW480 rerep | HT1080-NT tox | MCF10A rerep | KB-3-1 cytotox |
| --- | --- | --- | --- | --- | --- | --- | --- | --- | --- |
| CC12CN3CN(C1)CC(C)(C3)C2=NO | 9% | 6% | 3 | 27% | 7 | -1% | 2% | -2% | 1% |
| NCCc1cc(O)c(O)cc1O | 0%&-6% | -5%&-19% | -10&-17&11 | 18%&9% | -24&-3 | ? | 13%&-11% | 1%&-1%&1% | 0%&0% |
| C=CCn1c(O)c(C(C)=Nc2ccc3c(c2)CCC3)c(=O)[nH]c1=O | -9% | 21% | -2 | ? | / | -44%[inhibitor] | 7% | -40%[inhibitor] | 2% |
| CN(C)CCCN(C(=O)CCc1ccccc1)c1nc2ccc(Br)cc2s1 | ? | ? | -12 | 23µM* | -102* | 0% | 18µM* | ? | ? |
| Cc1cccc(Cn2cccc(C(=O)Nc3cc(C)on3)c2=O)c1 | / | -4% | -5 | 4% | / | / | / | / | -6% |
| Cc1ccc(N=Nc2c(O)[nH]c(=O)[nH]c2=O)cc1S(=O)(=O)Nc1ccc(Br)cc1 | ? | ? | -10 | -13% | 5 | 25% | ? | ? | 19% |
| CNCCc1c(C)n[nH]c1C | 20% | -1% | 8 | 14% | 9 | -2% | 21% | 0% | 13% |
| O=c1[nH]c(=O)n(C2CCCCC2)c(O)c1/C=N/N1CCCCC1c1cccnc1 (centres undefined) | 16% | -14% | 10 | 1% | 0 | 1% | 12% | 7% | 10% |
| CS(=O)(=O)c1ccc(C2=C(CNC(=O)c3cccs3)[C@H]3CC[C@@H](C2)N3CCOc2ccccc2)cc1 | -2% | 4% | -9 | -9% | -25 | / | -9% | / | -11% |
| CN(C)CCNc1cccc2sc3ccc(O)cc3c(=O)c12 | 12µM* | ? | -7 | 23µM* | -95* | / | 9.2µM* | / | 16µM* |
| CC1=NOC2(C)Nc3ncnn3C(c3ccccc3)C12 (centres undefined) | 21% | 4% | 1 | 7% | -7 | 0% | 11% | -5% | -4% |
| CCC(=O)O[C@@H]1[C@@H](OC(C)=O)[C@@]2(O)C(C[C@H](O)C2(C)C)[C@](C)(O)[C@H]2CC[C@@H]3[C@@H](O)[C@]12C[C@@]3(C)O (some centres undefined) | 8% | 4% | -1 | ? | 24 | -62%[inhibitor] | 6% | 5% | 0% |
| C[C@@H]1C[C@@H]2O[C@H]2/C=C\C=C\C(=O)Cc2c(Cl)c(O)cc(O)c2C(=O)O1 | ? | -25% | -4 | ? | -108* | ? | 8.2µM* | 9.2µM* | ? |
| Cc1ccc(C(C)C)c(OCC(=O)N2CCN(Cc3nc4cc([N+](=O)[O-])ccc4n3C)CC2)c1 | 1% | -4% | 0 | 22% | 3 | -4% | 4% | 20% | 7% |
| CCCC(C)CC1(CCO)C(=O)NC(=S)NC1=O (centres undefined) | 2% | -1% | 2 | 0% | 17 | -6% | -2% | -1% | -3% |
| O=C1CCCN1c1ccc(S(=O)(=O)O)cc1 (tested in a mixture with another compound) | 19% | -13% | 3 | -8% | 0 | -44%[inhibitor] | 2% | -10% | -2% |
| C1=CC(Cc2cncs2)c2ccccc21 (centres undefined) | 10% | -1% | -1 | 10% | 22 | 2% | 0% | -4% | 12% |
| Nc1cc(Cl)cc(C(=O)O)c1Cl | 14% | -4% | 16 | 20% | 8 | ? | 24% | 9% | 0% |
| Cc1onc(-c2ccccc2)c1C(=O)N[C@@H]1C(=O)N2C1SC(C)(C)[C@@H]2C(=O)O (some centres undefined) | 7% | 3% | 19 | -30% | 9 | ? | 8% | -1% | 0% |
| CC[C@@H]1c2ccccc2[C@@H]2CC[C@H]1N2c1ccccc1 | -13% | 6% | 0 | 1% | 38 | / | -20% | / | -5% |
| O=C(O)c1ccc(-c2ccc(/C=N/Nc3ccc([N+](=O)[O-])cc3)o2)cc1 | -27% | 32%[activator] | -6 | 22% | 5 | 18µM* | -28% | 18µM* | 6% |
| COc1ccc(N/N=C/c2c(O)n(-c3ccc(C)c(C)c3)c(=O)[nH]c2=O)cc1 | ? | -12% | -1 | ? | -6 | -10% | ? | ? | ? |
| CC1CCCCC1NC1CCN(C)CC1 (centres undefined) | -6% | -16% | 0 | 13% | -13 | -9% | -10% | 3% | 3% |
| O=C(c1cc2cc3ccc(Cl)cc3nc2o1)N1CCC2(CC1)OCCO2 | 25% | -3% | 1 | -12% | ? | 8% | 24% | 2% | 15% |

The list goes on.
SMILES | HT1080 IDH1KD tx | GLP1R cytotox | DRD3 agonist | KB-V1 cytotox | IL-1B inflam inh | SW480 rerep | HT1080-NT tox | MCF10A rerep | KB-3-1 cytotox
Cc1sc(-n2c(C)cc(C=C3C(=O)NC(=O)NC3=O)c2C)c(C#N)c1C | 2% | -1% | -13 | -6% | -6 | -1% | 1% | 2% | 1%
CC(C)NCC(O)c1ccc(C2CCCC2)cc1 (centres undefined) | -22% | 7% | -15 | 23µM* | ? | -23% | ? | 12% | -18%
CSc1ccc(C(c2c(O)c3ccccc3oc2=O)c2c(C)n(C)n(-c3ccccc3)c2=O)cc1 (centres undefined) | 2% | 0%&6% | -4&-11 | -15%&20% | -13 | -10% | -4% | 0% | 0%&11%
Clc1cccc(Cl)c1CN1CCN(c2ccccc2)CC1 | -5% | 54%[activator] | -13 | 5% | -6 | -3% | 1% | 6% | -9%
CSCCC(c1nnnn1C1CCCC1)N1CCC(n2c(=O)[nH]c3ccccc32)CC1 (centres undefined) | 1% | -28% | 8 | 23µM* | -10 | / | 3% | / | -1%
CCOc1cccc(CNC2CN3CCC2CC3)c1 (centres undefined) | 7% | 2% | -1 | 14% | 6 | -1% | 6% | 5% | -15%
CC(=O)OC1C(O)C2=C3C4(C)C1C(C)(C)C(=O)CC4C3(O)C(OC(C)=O)C1(CC1C)C2=O (centres undefined) | 13% | -11% | -8 | -15% | -121* | / | -3% | / | ?
O=C(c1ccccc1F)N1CCC2(CC1)OCCO2 | -6% | 1% | -11 | -15% | 39 | ? | -8% | 2% | -16%

Whole records from above. Order of screens: HT1080 IDH1KD tx	GLP1R cytotox	DRD3 agonist	KB-V1 cytotox	IL-1B inflam inh	SW480 rerep	HT1080-NT tox	MCF10A rerep	KB-3-1 cytotox
`CCOc1cccc(CNC2CN3CCC2CC3)c1` (centres undefined) as listed: 7%	2%	-1	14%	6	-1%	6%	5%	-15%
`CC(C)NCC(O)c1ccc(C2CCCC2)cc1` (centres undefined) as listed: -22%	7%	-15	23µM*	?	-23%	?	12%	-18%
`Cc1sc(-n2c(C)cc(C=C3C(=O)NC(=O)NC3=O)c2C)c(C#N)c1C` as listed: 2%	-1%	-13	-6%	-6	-1%	1%	2%	1%
`O=C(c1ccccc1F)N1CCC2(CC1)OCCO2` as listed: -6%	1%	-11	-15%	39	?	-8%	2%	-16%

Some of the entries so far, with two lines to a compound:
Sequence of screens: HT1080 IDH1KD tx	GLP1R cytotox	DRD3 agonist	KB-V1 cytotox	IL-1B inflam inh	SW480 rerep	HT1080-NT tox	MCF10A rerep	KB-3-1 cytotox
CSc1ccc(C(c2c(O)c3ccccc3oc2=O)c2c(C)n(C)n(-c3ccccc3)c2=O)cc1 (centres undefined)
    2%	0%&6%	-4&-11	-15%&20%	-13	-10%	-4%	0%	0%&11%
Clc1cccc(Cl)c1CN1CCN(c2ccccc2)CC1
    -5%	54%[activator]	-13	5%	-6	-3%	1%	6%	-9%

Carrying on:
SMILES | HT1080 IDH1KD tx | GLP1R cytotox | DRD3 agonist | KB-V1 cytotox | IL-1B inflam inh | SW480 rerep | HT1080-NT tox | MCF10A rerep | KB-3-1 cytotox
COC(=O)C1=C(c2ccccc2)C[C@@H]2CC[C@H]1N2C(=O)N1CCC(C)CC1 | -7% | 4% | -1 | -20% | -7 | -6% | 3% | -8% | 7%
COC(=O)C1=C(c2ccc(OC)c(OC)c2)C[C@@H]2CC[C@H]1N2C(=O)NCCOc1ccc(OC)cc1 | 2% | 2% | 14 | -15% | 5 | ? | 5% | -18% | 4%
Cc1cc(C)c(C(=O)N2CCC3(CC2)OCCO3)c(C)c1 | 5% | 8% | 4 | 1% | 11 | 23% | 4% | 0% | -1%
CCCCC(=O)N/N=C/c1c(O)n(CCC2=CCCCC2)c(=O)[nH]c1=O | ? | -22% | -22 | 10% | 138 | ? | ? | 18% | ?
CS(=O)(=O)c1sc(C#N)c2c1C(=O)CC(c1ccccc1)C2 (centres undefined) | 23µM* | 11µM* | -19 | 0% | -113* | 23% | 6.5µM* | ? | -2%
Cc1cccc(C)c1-n1nnnc1C(c1cccs1)N1CCC(n2c(=O)[nH]c3ccccc32)CC1 (centres undefined) | ? | 5% | 17 | ? | 0 | / | -28% | / | ?
N#CC1(c2ccccc2)CCN(C2CC(=O)N(c3cccc(F)c3)C2=O)CC1 (centres undefined) | 15% | -4%[7.66 µM] | 2 | 14% | 37 | -1% | 8% | -2% | 15%
CCOC(=O)c1c(C)n(Cc2ccc3c(c2)OCO3)c2ccc(O)cc12 | ? | -16% | 0 | 0% | 45 | -24% | -17% | ? | -1%
C[N+]1(C)C2CC[C@H]1CC(OC(=O)C(CO)c1ccccc1)C2 (some centres undefined) | 10% | -2% | -6 | 13% | 19 | -54%[inhibitor] | 6% | 0% | 0%
CCC(=O)c1cn(Cc2ccc(C#N)cc2)c2ccccc12 | -5% | 2% | -1 | ? | -14 | 5% | -2% | -47%[inhibitor] | 0%
CN1CCN(Cc2cn3cccnc3n2)CC1 | -10% | 5% | 0 | ? | 3 | -16% | 4% | -32%[inhibitor] | 2%
COc1ccc(OC)c2c1C(=O)c1ccccc1C2=O | -15% | 32%[activator] | -1 | -8% | -16 | 2% | -8% | 11% | 6%
CC(=O)c1cn(Cc2ccccc2F)c2ccccc12 | -21% | -3% | 7 | 8% | -4 | -1% | -22% | 28% | ?
O=C(c1ccc(Cl)cc1)C1CCCN(Cc2ccc3c(c2)OCCO3)C1 (centres undefined) | -13% | 0% | -26 | -29% | -6 | -15% | -2% | ? | -17%
